D2 antagonist: HTS Assay for Allosteric Antagonists of the Human D2 Dopamine Receptor: Primary Screen for Antagonists; inhibition, % at 10 µM; 340,000 compounds, 2% hits; AID 485344, 2010; HEK293 TREx D2 cells, calcium flux, dopamine EC80; in the data active = inhibition above about 30%; also: 0% is about no effect
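Calcium mobilization kinetics were recorded at 1 s intervals in tetracycline-induced HEK293 T-REx D2 cells, first for 180 s after compound addition and then 180 s after EC80 dopamine.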
RXFP1 antagonist: qHTS Assay for Antagonists of the Relaxin Receptor RXFP1; Relaxin receptor 1 (Homo sapiens), Q9HBX9; HEK293-RXFP1, relaxin-stimulated cAMP HTRF, 30 min; stronger effect = lower value; activity change, negative = inhibition, % at 57.5 µM; 350,000 compounds, 0.59% hits;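 active = activity change of -60% or lower, but not beyond a set lower limit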; also: % is scaled to controls: 0 for no effect and ±100 for the full control effect
Target sequence (Q9HBX9 whole entry, looked up): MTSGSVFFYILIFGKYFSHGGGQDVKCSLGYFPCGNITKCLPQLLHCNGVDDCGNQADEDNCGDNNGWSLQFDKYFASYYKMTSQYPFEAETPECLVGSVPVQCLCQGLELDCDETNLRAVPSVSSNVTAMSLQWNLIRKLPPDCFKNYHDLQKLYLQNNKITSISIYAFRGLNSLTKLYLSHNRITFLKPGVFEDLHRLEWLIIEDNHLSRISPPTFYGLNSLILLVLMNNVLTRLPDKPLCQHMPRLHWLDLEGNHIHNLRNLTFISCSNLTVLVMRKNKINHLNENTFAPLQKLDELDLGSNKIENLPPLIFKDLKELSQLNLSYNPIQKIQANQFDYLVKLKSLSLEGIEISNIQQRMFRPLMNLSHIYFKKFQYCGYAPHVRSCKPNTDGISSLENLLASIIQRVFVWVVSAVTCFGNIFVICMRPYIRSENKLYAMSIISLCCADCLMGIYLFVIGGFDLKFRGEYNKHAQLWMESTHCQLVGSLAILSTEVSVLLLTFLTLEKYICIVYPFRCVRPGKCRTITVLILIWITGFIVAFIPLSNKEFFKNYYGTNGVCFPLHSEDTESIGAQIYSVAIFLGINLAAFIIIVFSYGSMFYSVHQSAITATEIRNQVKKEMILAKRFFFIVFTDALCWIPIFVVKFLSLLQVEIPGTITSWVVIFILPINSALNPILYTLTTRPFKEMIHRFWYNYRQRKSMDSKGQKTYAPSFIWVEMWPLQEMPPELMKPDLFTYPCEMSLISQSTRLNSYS
TRHR ag: qHTS for Small Molecule Agonists and Allosteric Enhancers of Human TRH Receptor: Primary Screen for Agonists. TRHR cells, calcium flux fluo-8, FDSS agonist mode. activation, % at 2 µM. 360,000 compounds, 0.18% hits. AID 493084, 2011. Thyrotropin-releasing hormone receptor (Homo sapiens), P34981; also: 0% is about no effect
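TRHR-expressing cells loaded with fluo-8 calcium dye; 23 nL library compound pin-transferred, kinetic FDSS fluorescence (Ex 480/Em 530) recorded about 180 s for agonist-induced calcium release, before a 10 nM TRH EC20 addition for potentiator mode.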
D1 agonist: Allosteric Agonists of the Human D1 Dopamine Receptor: qHTS; HEK293 T-REx D1 cells, calcium flux, agonist mode; activation, % at 2 µM; 360,000 compounds, 1% hits; AID 504660, 2011; also: 0% is about no effect
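Inducible HEK293 T-REx D1 cells, force-coupled to calcium signalling, were plated at 4000 cells/well with tetracycline and held overnight at 30 C. After no-wash calcium dye loading, compound-evoked calcium rise over 180 s flagged agonists.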
D1 antagonist: Antagonist of Human D 1 Dopamine Receptor: qHTS | D(1A) dopamine receptor (Homo sapiens), P21728 | HEK293 TREx D1 cells, calcium flux, dopamine EC80; stronger effect = lower value | activity change, negative = inhibition, % at 10 µM | 360,000 compounds, 3.2% hits; in the data active = activity change below about -30%; also: % is scaled to controls: 0 for no effect and ±100 for the full control effect
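Calcium flux readout: force-coupled, inducible Hek293 Trex D1 line, cells induced overnight at 30 C with tetracycline, dye-loaded 30–90 min at RT. Antagonism scored against EC80 dopamine challenge given 180 s after compound.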
TRHR enhancer: qHTS for Small Molecule Agonists and Allosteric Enhancers of Human TRH Receptor: Primary Screen for Enhancers | Thyrotropin-releasing hormone receptor (Homo sapiens), P34981 | TRHR cells, fluo-8 calcium fluorescence, EC20 TRH enhancement | enhancement, % at 2 µM | 360,000 compounds, 0.66% hits; in the data active = enhancement above about 30%; also: 0% is about no effect
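TRHR-expressing cells loaded with fluo-8 calcium dye were read kinetically (ex 480/em 530) during compound addition, then stimulated with an EC20 of TRH (10 nM final). Enhancement of the Gq-mediated intracellular calcium response was scored.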
D1 PAM: Potentiators of Human D1 Dopamine Receptor: qHTS | D(1A) dopamine receptor (Homo sapiens), P21728 | HEK293 TREx D1 cells, calcium flux, dopamine EC20 potentiation | potentiation, % at 10 µM | 360,000 compounds, 0.036% hits | AID 504651, 2011; in the data active = potentiation above about 30%; also: 0% is about no effect
D2 ag: HTS Assay for Allosteric Agonists of the Human D2 Dopamine Receptor: Primary Screen for Agonists | HEK293 T-REx D2 cells, calcium flux agonist mode | activation, % at 2 µM | 340,000 compounds, 0.53% hits | AID 485358, 2010;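 active = activation over 3 SD above normal in the single-dose calcium agonist read, cut at about 30% in these data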; also: 0% is about no effect
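Calcium-flux readout, 1 cycle/sec over 180 s following compound pin transfer, in inducible HEK293 Trex D2 cells (force-coupled); dopamine controls included. Positive calcium responses during this window marked compounds as potential agonists.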
D2 PAM: HTS Assay for Positive Allosteric Modulators of the Human D2 Dopamine Receptor: Primary Screen for Potentiators | HEK293 T-REx D2, calcium flux, EC20 dopamine potentiation | potentiation, % at 10 µM | 340,000 compounds, 0.34% hits | AID 485347, 2010 | D(2) dopamine receptor (Homo sapiens), P14416;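 active = potentiation over 3 SD above the plate norm, cut at about 30% in these data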; also: 0% is about no effect
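Potentiation of an EC20 dopamine calcium response is measured in a force-coupled, tetracycline-inducible Hek293 Trex D2 line. Compound-only kinetic reads over 180 s flag agonists before dopamine addition.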
Active calls of the source: *; . = not tested or not shown; & = joins results of further samples. Rule as the data show it, unless noted: active = activation above about 30%; inactive = the rest. Not a hit list (roughly 7.1% active in at least one column).

SMILES	D2 antagonist	RXFP1 antagonist	TRHR ag	D1 agonist	D1 antagonist	TRHR enhancer	D1 PAM	D2 ag	D2 PAM
O=C(Nc1ccccc1)c1cccc(Cn2cc(C(F)(F)F)ccc2=O)c1	25	14	-1.1	3	-22	-4	-4	-1.5	-7
Cc1ccccc1-c1noc(CNC(=O)COc2ccccc2)n1	0	0	-0.7	0	11	-1	3	0.1	13
CN(C(=O)c1ccccc1C(=O)OCC(=O)c1ccccc1)c1ccccc1	.	2	0.5	0	-24	-1	-3	.	.
CC12CCC(C(=O)NCc3ccccc3Cl)(OC1=O)C2(C)C (centres undefined)	-5	0	-0.2	0	3	-8	7	0.9	-5
Cn1nccc1NC(=O)Nc1ccccc1	7	1	-0.6	4	3	-2	7	0.3	13
COC(=O)C(Cc1ccccc1)NC(=O)CCNC(=O)c1ccco1 (centres undefined)	-9	10	1.6	2	1	1	-2	-2.2	4
O=C(c1noc2c1CCCCC2)N1CCN(c2cccc(C(F)(F)F)c2)CC1	.	1	1.7	13	-3	-4	-3	-0.8	6
COc1ccc(/C=C/C(=O)c2cccc(-n3cnnn3)c2)cc1O	11	-14	-0.5	6	-21	4	0	1.9	11
CSc1ccccc1NC(=O)Cn1c(-c2cscn2)nc2ccccc21	-6	-5	-0.5	2	15	-1	0	0.4	.
CCOc1ccccc1CNC(=O)CCC(=O)N1Cc2ccccc2Oc2ncccc21	.	7	-0.3	10	-2	-3	7	.	.
CSc1ncc(Cl)c(C(=O)Nc2nnc(SC/C=C/c3ccccc3)s2)n1	.	-32	-0.3	9	-1	-1	-13	.	-1
CCCCN(C)c1ccc([N+](=O)[O-])cc1	-1	.	-0.3	2	2	-9	1	0.2	8
COc1ccc(OC)c(Nc2nc(N)nc(-c3cc4ccccc4o3)n2)c1	-7	-8	0.8	3	3	0	1	0.1	3
Cc1ccnc(NC(=O)c2cccc(S(=O)(=O)N3CCCc4ccccc43)c2)c1	-4	-12	0.6	2	1	-2	-5	-0.6	2
NC(=O)CSc1nc2ccccc2c(=O)n1CCc1ccccc1	7	3	-0.1	-4	-22	-4	-3	0.6	-4
COCCN1C(=O)c2ccc(C(=O)Nc3nccs3)cc2C1=O	.	7	-0.3	2	17	-4	6	0.2	-2
CC1(C)SC2c3ccccc3C(=O)N2[C@@H]1C(=O)O (some centres undefined)	6	5	1.1	1	-2	-10	-4	-0.3	1
CCOCCCn1c(=NC(C)=O)c(C(=O)OCC)cc2c(=O)n3ccccc3nc21	-7	-3&-10	0.0	0	2	-2	-3	-0.1	-3
Cc1ccccc1C(=O)Nc1ccc(S(=O)(=O)N2CCC(c3nc4ccccc4s3)CC2)cc1	.	-14	0.3	1	2	1	-1	.	-1
Cc1[nH]n(-c2ccccc2)c(=O)c1N=Nc1cccc(S(=O)(=O)N2CCOCC2)c1	10	5	0.5	1	0	-1	10	0.8	2
COc1ccc(-c2nc3c(c(SCC(=O)N(C)c4ccccc4)n2)Cc2cc(C)ccc2O3)cc1	.	-8	0.2	2	-21	-8	0	0.3	6
CCOc1nc(Nc2ccc(Cl)cc2)nc(OCC)n1	-2	-5	-0.1	3	8	-7	4	0.8	-6
O=C(NCc1ccccc1)c1cccc(COc2ccc3c(c2)CCC3)c1	0	-1	0.8	12	9	0	-7	0.4	2
Cc1sc2ncnc(SCC(=O)Nc3ncccc3O)c2c1C	1	16	1.3	2	-13	7	5	0.4	17

2 consecutive entries from above, quoted:
SMILES	D2 antagonist	RXFP1 antagonist	TRHR ag	D1 agonist	D1 antagonist	TRHR enhancer	D1 PAM	D2 ag	D2 PAM
O=C(NCc1ccccc1)c1cccc(COc2ccc3c(c2)CCC3)c1	0	-1	0.8	12	9	0	-7	0.4	2
Cc1sc2ncnc(SCC(=O)Nc3ncccc3O)c2c1C	1	16	1.3	2	-13	7	5	0.4	17

New compounds follow.
SMILES	D2 antagonist	RXFP1 antagonist	TRHR ag	D1 agonist	D1 antagonist	TRHR enhancer	D1 PAM	D2 ag	D2 PAM
CC/C(=N\NC(=O)CSCc1ccccc1Br)c1ccc2c(c1)OCCO2	1	-11	-0.3	-1	-14	-1	2	-0.4	4
NC1=NC(=O)/C(=C/c2ccccc2OS(=O)(=O)c2ccccc2)S1	-21	-30	0.2	3	11	1	9	-0.5	2
COc1ccccc1N1CCN(c2ncnc3c2c(-c2ccccc2)cn3-c2cccc(C)c2)CC1	.	2	-0.2	4	-8	-1	0	-0.7	-2
CC(C)C(=O)NC(=S)Nc1ccccc1N1CCN(C(=O)c2ccccc2)CC1	-18	8	2.1	3	3	-2	0	2.1	3
CCOC(=O)Nc1ccc2c(CN3CCN(S(=O)(=O)c4ccccc4F)CC3)cc(=O)oc2c1	7	-15	0.0	8	16	-16	6	-0.2	-7
Cc1c(NC(=O)COC(=O)COc2ccc(Nc3ccccc3)cc2)c(=O)n(-c2ccccc2)n1C	-11	-21	-0.5	7	-18	-4	-8	1.7	8
CNS(=O)(=O)c1cc(NC(=O)c2cncn2-c2ccccc2)ccc1C	5	-4	-1.2	1	7	1	-6	-1.2	0
Cc1cc(=O)oc2c(C)c(OCC(=O)N3CCC(C(=O)O)CC3)ccc12	6	.	-0.2	1	6	2	3	0.3	1
CCO[C@H]1OC(C(=O)N2CCOCC2)=C[C@@H](c2ccc3c(c2)OCO3)[C@@H]1CCCO	2	.	-0.7	-5	10	4	-1	-0.1	2
CCN(CC)c1ccc(NC(=S)NC(=O)C2CCC2)cc1	-1	-13	0.9	-1	1	3	5	-0.6	-1
COc1ccc(S(=O)(=O)NCC(c2ccco2)N2CCOCC2)cc1C (centres undefined)	.	-15	-0.7	-1	.	8	-2	-0.7	-28
CC(C)CCn1c(=O)c2ccccc2n2c(CN3CCOCC3)nnc12	3	7	0.3	0	38	0	-2	0.6	-14
Cc1ccccc1NC(=S)N(CCc1c(C)[nH]c2ccc(F)cc12)Cc1cccnc1	-4	1	0.2	5	-2	5	-3	0.9	1
CC1CCCN(S(=O)(=O)c2ccc(C(=O)Nc3ccccc3-c3nc4ccccc4[nH]3)cc2)C1 (centres undefined)	-12	-7	-0.4	3	-6	5	-9	0.9	6
N=c1oc2ccccc2cc1C(=O)Nc1ccccc1	.	2	0.0	8	18	-2	0	.	.
O=c1[nH]c(CSc2ncn[nH]2)nc2ccccc12	-1	-6	0.5	2	6	-2	-6	0.7	-6
O=C(Nc1ccc2nn(-c3ccc(Cl)cc3)nc2c1)c1cc2ccccc2o1	.	-12	-0.2	-1	0	27	0	1.0	14
O=C1N=C(N2CCOCC2)S/C1=C/c1ccc(-c2ccccc2Cl)o1	-13	6	0.3	2	4	8	2	11	-4
Cc1ccccc1C(=O)N1CCCN(C(=O)c2ccccc2C)CC1	10	-11	-0.3	2	-4	-2	-10	-0.1	-8
Cn1c(=O)c2c(nc(NCc3ccco3)n2C/C=C/c2ccccc2)n(C)c1=O	-4	-3	0.4	2	-4	0	-1	-1.0	10
CCN1CCOC(=O)C1CC(=O)Nc1cc(Cl)ccc1C (centres undefined)	.	3	1.5	-1	-1	-3	-5	-0.4	-3
CCOC(=O)c1nc(N/N=C/c2ccccc2)sc1Br	10	-25	-0.6	5	8	1	-1	0.1	1
COc1ccc(N(CC(=O)Nc2nccs2)S(=O)(=O)c2c(C)nn(C)c2C)cc1	3	-11	0.3	0	-55*	1	-1	0.9	5
COc1ccc2c(Sc3ccccc3)c(C(=O)N3CCC(C)CC3)[nH]c2c1	.	-33	-0.1	1	6	0	3	0.1	-7
CC(C)(C)NC(=O)Cn1c(=O)oc2ccc(Cl)cc21	-5	.	0.2	1	2	-1	-1	-1.1	2
Cc1cc(N)ccc1NC(=O)CN1CCCC1	-1	6	1.0	1	-12	2	-7	1.4	-10
CCOC(=O)N1CCC(N(CCN(C)C)C(=S)Nc2cccc(C)c2)CC1	3	13	-0.1	1	6	-1	14	-0.3	-6
CCOC(=O)c1oc2ccc(CNCCO)c(Cl)c2c1C	2	-7	0.4	3	3	-3	-7	1.0	-13
Cc1cccc(Nc2sc(C(=O)c3cc4cc(Cl)ccc4o3)c(N)c2C#N)c1	18	6	1.6	0	-18	-6	-3	0.4	-13
O=C1COc2ccccc2N1Cc1c(F)cccc1Cl	1	-28	0.3	2	5	-3	-9	-1.9	4
CCOC(=O)c1c(C)[nH]c(C)c1S(=O)(=O)NCC(=O)NCc1cccc(Br)c1	.	-4	-0.3	5	2	14	-2	-0.4	-7
COc1ccc(S(=O)(=O)N2CCCOC2CNC(=O)C(=O)NCCCN2CCOCC2)cc1C (centres undefined)	.	-25	-0.3	2	-9	0	-4	.	5
Nn1c(SCC(=O)Nc2cc(S(=O)(=O)N3CCOCC3)ccc2Cl)nnc1-c1cccnc1	10	-11	2.7	1	15	20	-8	-1.3	-2
CCCCC(=O)Nc1cccc(-c2cn3ccccc3n2)c1	12	4	-0.3	0	6	5	1	0.2	-4
COCc1cc(C)nc(SCC[N+](C)(C)CC(=O)Nc2ccccc2)c1C#N	-19	5	0.3	2	-11	1	-2	0.1	-4
Cc1cc(NC(=O)CSc2nccn2-c2cccc(C)c2C)no1	7	-14	-0.4	5	-23	27	-2	-2.0	-8

Single records, from the list above.
`CCOC(=O)c1oc2ccc(CNCCO)c(Cl)c2c1C` across the screens: D2 antagonist = 2; RXFP1 antagonist = -7; TRHR ag = 0.4; D1 agonist = 3; D1 antagonist = 3; TRHR enhancer = -3; D1 PAM = -7; D2 ag = 1.0; D2 PAM = -13
`CCOC(=O)c1c(C)[nH]c(C)c1S(=O)(=O)NCC(=O)NCc1cccc(Br)c1` across the screens: D2 antagonist = .; RXFP1 antagonist = -4; TRHR ag = -0.3; D1 agonist = 5; D1 antagonist = 2; TRHR enhancer = 14; D1 PAM = -2; D2 ag = -0.4; D2 PAM = -7

More entries follow.
SMILES	D2 antagonist	RXFP1 antagonist	TRHR ag	D1 agonist	D1 antagonist	TRHR enhancer	D1 PAM	D2 ag	D2 PAM
C=CCCN(C(C(=O)OC)C(C)C)S(=O)(=O)c1ccccc1Br (centres undefined)	10	.	-0.4	2	9	-8	-7	-0.9	-3
CCCn1nnnc1NCc1ccc(OC)cc1	-21	3	-0.3	4	9	-7	-1	-1.3	-5
Cc1nc2nc(SCC(=O)Nc3cccc(F)c3)[nH]c2cc1Br	.	3	0.5	15	9	3	-15	.	.
COc1ccc(Cc2nnc(NC(=O)Nc3ccccc3OC)s2)cc1	-19	-27	0.8	3	3	1	4	2.0	4
CC(=O)c1ccccc1OCC(O)Cn1c(CO)nc2ccccc21 (centres undefined)	.	.	0.3	-1	-11	-11	-3	0.6	0

Source: PubChem (National Center for Advancing Translational Sciences (NCATS))
